Tau fluor counter – Counterscreen qHTS for Inhibitors of Tau Fibril Formation, Fluorescence Polarization; tau K18 P301L Alexa594 fluorescence, heparin fibrillization; Potency, µM (doses to about 57.7 µM), inactives show top-dose activity change, negative = decrease; 280,000 compounds, 0.93% hits; note: % is set by controls: 0 for no effect and ±100 for the full control effect; nearly all actives have a fitted effect of over 55% in size
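Human tau K18 P301L (15 uM unlabeled, 0.24 uM Alexa 594-labeled) in 100 mM sodium acetate pH 7 with 20 uM heparin, 6 hr at 37 C. ThT 30 uM added, 1 hr ambient; Alexa 594 FP and total fluorescence read at 555/632 nm.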
RECQ1 helicase – qHTS Assay for Inhibitors of RecQ-Like Dna Helicase 1 (RECQ1) | ATP-dependent DNA helicase Q1 (Homo sapiens), P46063 | RECQ1 DNA unwinding, red fluorescence kinetic read | Potency, µM (titrated, usually from 57.3 µM), without a hit: at the top dose activity, negative = inhibition, actives largely listed as inhibitors | 240,000 compounds, 0.54% hits | AID 2549, 2010;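 note: plate controls were vehicle for no effect and no enzyme for full effect; nearly all actives have a fitted effect of over 30% in size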
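50 nM RECQ1T1 preincubated 15 min with compound in Tris pH 8.0 buffer with MgCl2, DTT, Tween-20 and 2.5 ug/ml poly(dI-dC); started with 200 nM TAMRA/BHQ-2 forked duplex and 2 mM ATP. Unwinding read as fluorescence (525/598 nm), two reads 2 h apart.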
HTT cytoprotect – qHTS Multiplex Assay to Identify Dual Action Probes in a Cell Model of Huntington: Cytoprotection (ATP); Potency, µM (series often up to 56.4 µM), for inactives: cytoprotection (ATP increase), actives largely listed as activators; PC12 HTT-Q103 induced, cytoprotection, ATP luminescence, 40 h; 230,000 compounds, 0.14% hits; AID 1471, 2008;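 note: % of control where 0% means no effect; nearly all actives have a fitted effect of over 45% in size; toxic huntingtin expression switched on by the ecdysone agonist tebufenozide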
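PC12 cells stably carrying ecdysone-inducible Htt exon 1 (Q103)–GFP were induced with 100 nM tebufenozide (final) alongside library compounds in a dose series. Cytoprotection was scored as retained ATP by ATPlite luminescence.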
Tau FP inhib – qHTS for Inhibitors of Tau Fibril Formation, Fluorescence Polarization; Microtubule-associated protein tau (Homo sapiens), P10636; K18 P301L tau heparin fibrillization, Alexa594 FP, 6 h; Potency, µM (highest dose often 57.7 µM), for inactives: top-dose activity, negative = inhibition, actives largely listed as inhibitors; 280,000 compounds, 0.39% hits; note: % is set by controls: 0 for no effect and ±100 for the full control effect; nearly all actives have a fitted effect of over 55% in size
Target sequence (P10636 561-689 P618L limits assumed): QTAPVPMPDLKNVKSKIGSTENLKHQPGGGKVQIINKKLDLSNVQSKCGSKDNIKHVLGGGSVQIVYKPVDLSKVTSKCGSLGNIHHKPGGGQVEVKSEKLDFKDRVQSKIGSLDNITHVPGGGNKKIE
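Human tau K18 […] P301L fragment, 15 uM unlabeled plus 0.24 uM Alexa 594-labeled tau (final), with compound and 20 uM heparin in 100 mM sodium acetate pH 7; 6 hr at 37 C, then Alexa 594 FP read.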
L3MBTL1 block – qHTS Assay for the Inhibitors of L3MBTL1. 230,000 compounds, 0.66% hits. Lethal(3)malignant brain tumor-like protein 1 (Homo sapiens), Q9Y468. AlphaScreen L3MBTL1–H3K9me1 peptide binding. AID 485360, 2010. Potency, µM (top dose mostly 57.1 µM), for the others: at the top dose activity, negative = inhibition, actives largely listed as inhibitors; note: % is set by controls: 0 for no effect and ±100 for the full control effect; nearly all actives have a fitted effect of over 60% in size
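First, the protein-peptide complex forms for 30 min at room temperature (L3MBTL1 50 nM, biotinylated H3K9me1 peptide 75 nM). Next, compounds are pin-transferred and incubated 30 min. Finally, AlphaScreen beads are added and read after 30 min.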
Tau fibril ThT – qHTS for Inhibitors of Tau Fibril Formation, Thioflavin T Binding; Microtubule-associated protein tau (Homo sapiens), P10636; recombinant tau K18 P301L (four-repeat tau fragment), heparin-induced fibrillization, ThT fluorescence; Potency, µM (doses to about 57.4 µM), for inactives: at the top dose activity, negative = inhibition, actives largely listed as inhibitors; 270,000 compounds, 2.1% hits; note: % is set by controls: 0 for no effect and ±100 for the full control effect; nearly all actives have a fitted effect of over 55% in size
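In this qHTS, human K18 P301L tau is incubated with compound and heparin for 6 hr at 37 C, and Thioflavin T fluorescence then reports fibril load.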
TexasRed fluor – Total Fluorescence Counterscreen for Inhibitors of the Interaction of Thyroid Hormone Receptor and Steroid Receptor Coregulator 2. TRb/SRC2 Texas Red total fluorescence interference. Potency, µM (top dose mostly 106 µM), without a hit: at the highest dose fluorescence change, negative = quenching. 280,000 compounds, 0.29% hits; active = well fitted curve in either direction with a large enough effect; inconclusive = small, poorly fitted or top-dose-only effect; note: % is set by controls: 0 for no effect and ±100 for the full control effect
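Human TRb ligand-binding domain at 0.6 uM with 20 nM Texas Red SRC2 peptide in Tris buffer containing 1 uM T3 and 5% DMSO, incubated with compound 5 h at ambient temperature. Total fluorescence (555/632 nm) calculated as parallel + 2 × perpendicular.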
TRb-SRC2 inh – qHTS for Inhibitors of the Interaction of Thyroid Hormone Receptor and Steroid Receptor Coregulator 2. 280,000 compounds, 0.065% hits. AID 1469, 2008. TRbeta-SRC2 peptide binding, fluorescence polarization; receptor liganded with 1 µM T3. Thyroid hormone receptor beta (Homo sapiens), P10828. Potency, µM (titrated, usually from 106 µM), inactives show at the top dose activity change, negative = inhibition, hits mostly inhibitors;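 note: plate controls were bound peptide for no effect and peptide without receptor for full effect; nearly all actives have a fitted effect of over 50% in size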
Target sequence (P10828 whole entry, looked up): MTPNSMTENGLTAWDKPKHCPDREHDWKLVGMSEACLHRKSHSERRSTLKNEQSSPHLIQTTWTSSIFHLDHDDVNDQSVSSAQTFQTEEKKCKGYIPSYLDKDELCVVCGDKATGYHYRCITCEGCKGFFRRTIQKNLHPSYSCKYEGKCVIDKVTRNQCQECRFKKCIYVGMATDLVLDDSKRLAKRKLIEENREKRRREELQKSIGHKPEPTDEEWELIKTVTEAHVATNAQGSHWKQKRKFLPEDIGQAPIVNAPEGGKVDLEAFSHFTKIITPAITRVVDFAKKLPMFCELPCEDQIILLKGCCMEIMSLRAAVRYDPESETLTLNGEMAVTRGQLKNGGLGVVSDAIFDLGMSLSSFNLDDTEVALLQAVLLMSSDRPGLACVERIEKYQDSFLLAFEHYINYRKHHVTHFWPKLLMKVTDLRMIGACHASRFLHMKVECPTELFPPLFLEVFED
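Quantitative HTS by FP: 0.6 uM TRb LBD, 20 nM labeled SRC2 20-mer, 1 uM T3, 5% DMSO; 5 hr ambient incubation; % activity per concentration and potencies from concentration series.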
* hit, by the source's call; i = inactive; ? = inconclusive; · = not tested or not shown; & = joins results of further samples; ! = not confirmed by another sample; [ ] = dose if it differs, or a comment. Unless noted, calls come from the whole dose curve; as a rule, active = well fitted curve in the direction sought with a large enough effect; inconclusive = small, poorly fitted or top-dose-only effect, or another doubt; inactive = no such curve, though single readings can be large; an effect the other way counts as inactive or inconclusive. Potency is the fitted concentration of half-maximal effect. Only part of the results is shown; rates above refer to the full screens.

Values run as follows: Tau fluor counter	RECQ1 helicase	HTT cytoprotect	Tau FP inhib	L3MBTL1 block	Tau fibril ThT	TexasRed fluor	TRb-SRC2 inh
- OCC(CO)(CO)NCc1ccc(-c2ccccc2)cc1
 : 2%	-6%	9%[10 µM]	-2%	10%	-2%	-8%	3%
- COC(C[C@@H](O)CC(=O)[C@@H](C)OCc1ccccc1)OC
 : 20%	i	2%[10 µM]	-1%	·	13%	-2%	10%
- CN(C)c1nc(Oc2ccc(OCCOc3ccccc3)nn2)nc(N(C)C)n1
 : 8%	-17%	-1%[10 µM]	4%	2%	12%	0%[53 µM]	-1%[53 µM]
- COc1cc(SC)ccc1C(=O)Nc1ccc2c(c1)OCCO2
 : -21%	-7%	-123%[inhibitor]	1%	2%	?	1%	-8%
- Cc1ccc2c(CNCCc3ccco3)c(C(=O)O)n(Cc3ccc(F)cc3)c2c1
 : -2%	·	·	5%	·	0%	-1%	7%
- CCOC(=O)c1ccc(N2N=C(C)/C(=C/C=C/c3ccco3)C2=O)cc1
 : ?	?	7%[10 µM]	?	32µM*	3.2µM*	-29%	5%
- CSc1ccccc1NC(=O)CN(C)CC(=O)Nc1ccc(Cl)cc1[N+](=O)[O-]
 : -26%	-23%	-48%[inhibitor]	9%	·	-21%	2%	1%
- O=C(CN1CCCN(Cc2ccc(F)cc2)S1(=O)=O)NCc1ccccc1Cl
 : -12%	·	·	4%	·	1%	0%	6%
- N/C(=N\OC(=O)C1CCCCC1)c1cccnc1
 : -1%	i	-16%	1%	3%	-8%	-3%	-7%
- Nc1cc(-c2ccc(Br)cc2)nn1S(=O)(=O)c1ccccc1
 : -25%	-1%	-7%	?	11%	3%	0%	0%
- S=C(NCc1ccco1)Nc1ccc(Cl)cc1
 : -9%	-9%	?	-2%	-9%	-1%	-4%	8%
- O=C(Nc1ccc(SC(F)(F)F)cc1)c1ccccn1
 : -16%	-3%	-66%[inhibitor]	-13%	24%	-6%	-2%	0%
- Cc1csc(NC(=O)c2cc(-c3ccncc3)nc3ccccc23)n1
 : -20%	?	-31%[inhibitor]	11%	-14%	-9%	-3%	1%
- COC(=O)c1ccc2c(c1)N(Cc1cc(C)ccc1C)C(=O)c1ccccc1S2(=O)=O
 : -29%	·	·	-4%	·	-11%	-2%	0%
- O=C(C1CC1)N1CCN(C(c2ccccc2)c2ccccc2)CC1
 : -6%	2%	-4%	-7%	·	-12%	1%	0%
- O=c1[nH]c(=O)n([C@H]2C[C@H](O)[C@@H](CO)O2)cc1Br
 : ?	8%&-5%&-4%	3.5µM*!	?	2%	?	0%&-1%&-1%&-2%	-4%&-6%&-7%&6%
- Cc1ccccc1NC(=O)CCn1cnc2onc(-c3ccc(F)cc3)c2c1=O
 : -21%	·	·	?	·	-1%	-39%	2%
- CCC(=O)N1C(C(=O)N2CCCC2)CSC1c1ccc(OC)cc1 (centres undefined)
 : -5%	0%	2%	1%	-2%	-3%	-3%	2%
- CC(C)(C)c1ccc(OCc2cnc(Cl)s2)cc1
 : -8%	i	-29%[1.9 µM]	-1%	73%[activator]	-9%	0%	3%
- COc1cccc(C2N(c3ccc(Cl)c(Cl)c3)C(=O)C3CCCN32)c1OC (centres undefined)
 : -18%	-3%	-16%	2%	0%	0%	2%	3%
- COc1ccccc1N1CCN(C(=O)CN2C(=O)COc3ccc(S(=O)(=O)N4CCOCC4)cc32)CC1
 : -9%	·	·	2%	·	-2%	0%	-7%
- CC(NC(=O)/C=C/c1ccco1)c1nc2ccccc2n1Cc1cccc(Cl)c1 (centres undefined)
 : -5%	7%	2%[10 µM]	-9%	-9%	-11%	3%	6%
- Cc1ccc(OCC(=O)Nc2ccc(F)cc2)c([N+](=O)[O-])n1
 : 3%	-6%	-1%	1%	20%	3%	-1%	-6%
- CC(=O)O[C@H]1CC(C)(C)C(=C=C/C(C)=C/C=C/C(C)=C/C=C/C=C(C)/C=C/C=C(\C)C(=O)C[C@@]23O[C@]2(C)C[C@@H](O)CC3(C)C)[C@](C)(O)C1
 : -10%	?	-4%[10 µM]	?	·	25µM*	-1%	-4%
- CC/C(=N\Nc1ccccc1[N+](=O)[O-])c1ccc(O)cc1
 : 4.5µM*[quencher]	?	-22%[10 µM]	-11%	25µM*	1.8µM*	-6%	-10%
- O=C1C(C2=NC(c3ccccn3)C3C(=O)N(c4ccccc4)C(=O)C23)=C(O)c2ccccc21 (centres undefined)
 : -9%	i	-19%[10 µM]	1%	·	·	0%	-9%
- CN(C)/C=N/c1sccc1C(N)=O
 : -8%	i	1%	-2%	0%	-9%	0%	-13%
- COC(=O)Cn1nc(-c2ccc(C)cc2)c2ccccc2c1=O
 : -8%	-6%	-5%	-8%	·	-8%	0%	-16%
- CCn1cc(/C=N\NC(=O)c2csc3ccccc23)c(C)n1
 : -25%	-2%	2%	4%	·	-18%	-4%	-4%
- NC(=O)CSc1nccn1Cc1ccc(Cl)cc1
 : 15%	i	20%[10 µM]	5%	3%	8%	3%	-2%
- O=C(COC(=O)c1ccc(Br)o1)NCCc1ccccc1
 : -7%	-4%	-30%[inhibitor]	1%	·	-8%	0%	-2%
- COc1cc(OC)cc(-c2nc3ccccc3c(=O)o2)c1
 : 9%	-5%	21%[10 µM]	9%	6%	-5%	-6%	-19%
- Cc1cccc(NC(=S)NC2CC3CCCC(C2)N3Cc2cccs2)c1C (centres undefined)
 : -7%	-9%	9%	-1%	-11%	-8%	-1%	-7%
- CC(=O)Nc1c2c(nn1-c1ccc(C)cc1C)CSC2
 : -14%	-2%	21%[10 µM]	-12%	-11%	-23%	-6%	2%
- Cc1ccccc1-c1nnc(SCC#N)o1
 : 7%	i	15%[10 µM]	5%	-1%	4%	-2%	-3%
- Cc1ccc(C(=O)Oc2ccc3c(c2)ncn3C)cc1
 : -10%	i	-35%	-4%	·	-13%	-3%	4%
- CCOC(=O)c1c(C)[nH]c(C)c1C(=O)COC(=O)c1cc2ccccc2cc1O
 : 1%	-11%	-92%[inhibitor][10 µM]	4%	-19%	-1%	0%	2%
- Cc1cccc(N2CCN(C(=O)C3CCN(S(=O)(=O)c4c(C)noc4C)CC3)CC2C)c1 (centres undefined)
 : -17%&-7%	-10%	6%	16%&5%	·	-16%&-9%	1%&-1%	1%&-15%
- NC(N)=N/N=C\c1c(Cl)cccc1Cl
 : -14%	i	·	-4%	·	-3%	-2%	-2%
- Cc1cc(F)ccc1NC(=O)c1cccnc1
 : -12%	i	-34%[inhibitor]	4%	8%	-10%	1%	4%
- COc1ccc(CNc2nc(-c3ccco3)nn2S(=O)(=O)c2ccc3ccccc3c2)cc1OC
 : ?	·	·	?	·	3%	1%	-1%
- Cc1ccc(-n2ncc(C(=O)N3CCCCC3)c2C2CCN(C(=O)OC(C)(C)C)CC2)c(C)c1
 : -4%	·	·	-3%	·	-8%	0%	4%
- CCCCNC(=O)c1onc(CSc2cccc(OC)c2)c1C(=O)O
 : -4%	-16%	-20%	-4%	-1%	-5%	0%	-8%
- CSc1ccccc1C(=O)C1CCCN(C(=O)c2csnn2)C1 (centres undefined)
 : 5%	i	11%[10 µM]	-2%	-17%	7%	-1%[53 µM]	4%[53 µM]
- Cc1nonc1NC(=O)CSc1nc(C2CCCCC2)nc2ccccc12
 : -2%	-6%	-26%[10 µM]	-3%	32%[activator]	4%	-7%	-4%
- Cc1ccc(C)c(N2CCN(C(=O)c3cc4cc5ccc(C)cc5nc4o3)CC2)c1
 : -11%	·	·	-4%	·	?	1%	2%
- CCN(CC(=O)Nc1ccc(NC(C)=O)cc1)C(=O)/C=C/c1cccs1
 : -2%	-1%	14%[10 µM]	1%	15%	6%	-4%	-9%
- Cn1ncc([N+](=O)[O-])c1C(=O)Nc1ccc2c(c1)OCCO2
 : -7%	-2%	-10%	3%	4%	-13%	-1%	-13%
- COC(=O)c1ccc(C(NC(=O)OCc2ccccc2)/C(F)=C/[C@@H](C)C(=O)NCc2cc(C)on2)cc1 (some centres undefined)
 : -21%	-3%	-46%[inhibitor]	-5%	·	-15%	-8%	7%
- CSC1=C(C#N)C(c2ccc(C)s2)CC(=O)N1 (centres undefined)
 : -4%	-5%	?	7%	·	-6%	-2%	5%
- C[C@]12C[C@@](C)(C=C1/C=C/c1ccccc1)C(=O)C[C@H]2c1ccccc1
 : -5%	-5%	8%	-1%	·	1%	0%	6%
- Cc1ccc(C)c(S(=O)(=O)c2cnc(SCC(=O)Nc3ccc(F)cc3F)[nH]c2=O)c1
 : -13%	·	·	-12%	·	-10%	-3%	-1%
- CCOc1ccccc1NC(=O)C(Sc1nnnn1C)c1ccccc1 (centres undefined)
 : -9%	-4%	-56%	0%	8%	3%	-4%	1%
